Assay outcomes (PubChem)
SUMO Mot1 rescue = SUMOylation pathway inhibition by Mot1-301 growth rescue; growth rescue, % at 18.8 µM; AID 2716; S. cerevisiae Mot1-301 growth rescue, ATP luminescence, 38.5C; percent above DMSO median, 100 means doubled; 320,000 tested, 1% active;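 active = every valid replicate shows activation above 250% relative to neutral control wells; inactive = the rest, any valid replicate at or below 250%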;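 note: OY570 slx delta 5 strain wells were the positive control but not used for scaling; some compounds called inactive have numbers as strong as hits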
phage Ecoli inh = E. coli growth loss with phage present. growth absorbance. inhibition, % at 11.9 µM. 360,000 tested, 0.26% active. AID 651602; in the data active = inhibition above about 11%
Ecoli viability = bacterial growth inhibition, counter-screen for AddAB inhibitors; E. coli V3065 growth, OD600 absorbance, 18 h; inhibition, % at 11.9 µM; 330,000 tested, 0.27% active;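 active = inhibition above the campaign's mean inhibition across all tested compounds plus 3 SD, cut at about 9.9% in these data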;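 note: uninfected addAB+ strain grown without phage in ampicillin broth; 0% = DMSO wells and 100% = ciprofloxacin 0.95 µg/ml wells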
HTR5A ag ctr = counter-screen for OPRM1-OPRD1 agonists: human HTR5A agonism | HTR5A agonist assay, luminescence, cell-based | AID 504692 | 340,000 tested, 0.61% active | activation, % at 9.3 µM; in the data active = activation mostly above about 9.5%, no sharp cut-off; inactive = mostly below about 7.6%;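 note: 0% = cells with vehicle only and 100% = reference agonist; strong numbers were not always called active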
HTR5A inv ag = HTR5A inverse agonism, opioid heterodimer counter-screen | P47898 | AID 504634 | inhibition, % at 9.3 µM | 340,000 tested, 0.083% active | HTR5A cell line, luminescence; in the data active = inhibition mostly above about 23%, no sharp cut-off; inactive = mostly below about 18%;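 note: 0% = cells with DMSO and 100% = no-cell wells with DMSO; some compounds called inactive have numbers as strong as hits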
PfHsp90 set2 = reduces growth (ATP signal) of yeast expressing P. falciparum Hsp90; S. cerevisiae expressing PfHsp90, BacTiter-Glo ATP, 48 h; yeast lacking PDR1 and PDR3 efflux regulators; inhibition, % at 9.4 µM; 310,000 tested, 0.32% active;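 active = every replicate shows inhibition above about 80%, whatever the replicate mean, limit read from the data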;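 note: 0% = DMSO neutral controls and 100% = 20 µM radicicol positive controls; yeast relying on Plasmodium falciparum Hsp90 in place of its own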
PKA-R1A activ = PKA-R1A complex activation | P00514+P68181 | 340,000 tested, 0.083% active | activation, % at 11.4 µM | AID 504707 | PKA-R1A dissociation, Cy5-IP20 fluorescence polarization; scaled: DMSO 0%, 113 µM cGMP 100%;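 active = percent activation above the mean of all tested compounds plus 3 SD, cut at about 19% in these data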;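 note: higher means more PKAc released from R1A so a rise in polarization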
OPRM1-OPRD1 inv = inverse agonist of human OPRM1-OPRD1 heterodimerization; P35372+P41143; cell-based MOR-DOR heterodimer luminescence, inverse agonism; inhibition, % at 9.3 µM; 340,000 tested, 0.21% active; in the data active = inhibition above about 22%, passing the limit was not always enough;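 note: 0% = cells with DMSO and 100% = wells without cells with DMSO; values of inactives mirror those of a sister screen read the other way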
Target sequence (P35372 whole entry, looked up): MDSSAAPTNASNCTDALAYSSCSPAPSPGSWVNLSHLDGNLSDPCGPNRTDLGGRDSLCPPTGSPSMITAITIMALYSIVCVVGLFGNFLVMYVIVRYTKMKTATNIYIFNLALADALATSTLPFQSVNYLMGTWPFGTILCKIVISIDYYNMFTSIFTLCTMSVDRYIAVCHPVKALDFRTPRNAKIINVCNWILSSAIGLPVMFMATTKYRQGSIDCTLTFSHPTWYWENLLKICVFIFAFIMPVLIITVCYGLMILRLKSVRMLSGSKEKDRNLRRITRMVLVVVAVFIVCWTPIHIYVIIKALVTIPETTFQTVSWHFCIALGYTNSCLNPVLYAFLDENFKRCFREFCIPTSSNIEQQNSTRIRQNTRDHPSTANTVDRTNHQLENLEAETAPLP
Target sequence (P41143 whole entry, looked up): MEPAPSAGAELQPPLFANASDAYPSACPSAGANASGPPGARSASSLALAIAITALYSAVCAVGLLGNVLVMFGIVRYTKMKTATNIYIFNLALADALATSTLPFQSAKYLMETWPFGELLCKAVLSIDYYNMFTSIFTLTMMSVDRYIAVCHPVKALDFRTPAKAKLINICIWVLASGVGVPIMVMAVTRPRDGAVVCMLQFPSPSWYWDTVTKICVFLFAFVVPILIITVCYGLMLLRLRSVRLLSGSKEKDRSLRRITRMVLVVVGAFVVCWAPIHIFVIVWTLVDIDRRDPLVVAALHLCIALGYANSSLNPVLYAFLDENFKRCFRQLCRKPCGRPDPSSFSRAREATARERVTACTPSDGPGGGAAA
AddAB inh = less growth of phage-infected E. coli with AddAB; E. coli expressing H. pylori AddAB, absorbance growth; inhibition, % at 11.9 µM; 330,000 tested, 0.29% active; AID 435030; in the data active = inhibition above about 12%;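 note: 0% = vehicle wells of infected cells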
Pemphigus Ab inh = human desmoglein-3 autoantibody binding inhibition; P32926; DSG3-coupled beads, scFv-anti-DSG3-GFP binding, flow cytometry; hits give low values; binding (percent of control), % at 10 µM; 310,000 tested, 0.48% active; AID 588358;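 active = binding more than 3 SD below its plate's average and above zero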;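 note: hits lower antibody fragment binding to DSG3; some compounds called inactive have numbers as strong as hits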
MOR-DOR ag = agonists of human mu-delta opioid receptor heterodimerization; AID 504326; 340,000 tested, 0.3% active; P35372+P41143; cells, OPRM1-OPRD1 heterodimerization, luminescence; activation, % at 9.3 µM; in the data active = activation above about 18%;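 note: 0% = vehicle-treated cells and 100% = reference agonist; values of inactives mirror those of a sister screen read the other way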
An asterisk follows results filed as active; / = not tested or not shown.

Each structure is followed by: HTR5A ag ctr	PfHsp90 set2	OPRM1-OPRD1 inv	Ecoli viability	SUMO Mot1 rescue	phage Ecoli inh	MOR-DOR ag	HTR5A inv ag	AddAB inh	Pemphigus Ab inh	PKA-R1A activ
- O=C1CC(c2ccccc2)Oc2ccccc21 (stereo not given)
    -1.1	13.8	-2.4	/	/	2.9	0.5	4.1	/	91.6	6.3
- C=CCn1c(Cc2cccs2)nnc1SCC(=O)c1ccc2ccccc2c1
    -3.9	/	-8.7	1.3	1.7	1.9	1.5	-5.2	-0.5	95.8	-9.0
- Cc1ccc(S(=O)(=O)CCC(=O)OCC(=O)N2c3ccccc3NC(=O)C2(C)C)cc1
    -2.5	-1.9	10.7	-0.4	-13.6	4.6	-2.2	0.3	1.9	103.1	-6.7
- CN=C(Nc1ccc(C)c(C)c1)SC1CC(=O)N(c2ccc(OC)cc2)C1=O (stereo not given)
    -1.4	/	-45.0	-1.7	114.0	2.7	6.2	3.9	-0.9	92.7	-1.8
- CCN(CC)c1c(-c2ccccc2)c2cc(C)ccc2[nH]c1=O
    26.6*	35.7	-12.0	-1.6	/	-1.1	2.2	-68.5	-1.0	-17.4	-4.8
- O=C(c1ccco1)c1n[nH]nc1-c1ccccc1
    -1.6	12.6	10.4	1.5	11.8	3.3	-1.8	8.5	3.8	105.1	0.3
- NNC(=O)c1ccc(Cn2cc(Br)cn2)cc1
    3.8	3.2	16.0	0.1	-4.3	4.0	-2.9	7.6	0.8	123.5	-0.8
- O=S(=O)(c1ccc2c(c1)OCO2)N1CCN(c2nnnn2-c2ccccc2)CC1
    -6.6	/	-0.3	-0.6	-20.6	-0.6	0.1	-18.8	-1.3	100.1	-8.9
- O=c1nc2ccccc2c2n1CC(CN1CCN(C(c3ccccc3)c3ccccc3)CC1)N2 (stereo not given)
    1.6	-1.5	6.0	0.1	/	2.2	-1.1	-4.3	1.0	99.8	6.5
- Cc1ccc(C(=O)NCC2CCCN2S(=O)(=O)c2ccc(C)cc2)cc1 (stereo not given)
    5.7	15.3	-6.4	0.8	8.5	3.2	1.0	-17.1	-0.2	100.9	-2.9
- FC(F)(F)c1ccccc1/C=N/Nc1ccccn1
    4.9	-9.9	-12.2	0.0	7.1	3.3	2.4	0.8	-0.3	105.5	1.9
- C=CCNS(=O)(=O)c1cccc2cc(C(=O)O)c(O)cc12
    7.4	3.0	14.8	-1.9	-0.5	3.3	-2.4	-5.8	0.8	/	2.5
- CCN(C(=O)CSc1cc(C)c2ccc(OC)cc2n1)C1CCS(=O)(=O)C1 (stereo not given)
    4.7	-14.5	14.2	1.5	9.4	0.0	-2.6	-13.4	1.4	100.8	-8.3
- CC(C)=CCSc1nnc([C@@H](NC(=O)OC(C)(C)C)C(C)C)o1
    -5.3	/	-0.5	2.5	10.6	0.9	0.1	12.7	1.8	108.6	7.1
- CCN(C(=O)COC(=O)c1[nH]c(=O)[nH]c(=O)c1N)c1ccccc1
    -1.4	3.5	-0.3	1.2	0.0	0.8	0.1	3.9	1.5	96.8	-19.2

Reprinted from the part before: 4 entries, followed by the next part.
Each structure is followed by: HTR5A ag ctr	PfHsp90 set2	OPRM1-OPRD1 inv	Ecoli viability	SUMO Mot1 rescue	phage Ecoli inh	MOR-DOR ag	HTR5A inv ag	AddAB inh	Pemphigus Ab inh	PKA-R1A activ
- C=CCNS(=O)(=O)c1cccc2cc(C(=O)O)c(O)cc12
    7.4	3.0	14.8	-1.9	-0.5	3.3	-2.4	-5.8	0.8	/	2.5
- CCN(C(=O)CSc1cc(C)c2ccc(OC)cc2n1)C1CCS(=O)(=O)C1 (stereo not given)
    4.7	-14.5	14.2	1.5	9.4	0.0	-2.6	-13.4	1.4	100.8	-8.3
- CC(C)=CCSc1nnc([C@@H](NC(=O)OC(C)(C)C)C(C)C)o1
    -5.3	/	-0.5	2.5	10.6	0.9	0.1	12.7	1.8	108.6	7.1
- CCN(C(=O)COC(=O)c1[nH]c(=O)[nH]c(=O)c1N)c1ccccc1
    -1.4	3.5	-0.3	1.2	0.0	0.8	0.1	3.9	1.5	96.8	-19.2
- S=C(NCCCCNC(=S)NCc1ccccc1)NCc1ccccc1
    -3.8	11.0	-0.6	-0.2	6.2	-0.3	0.1	10.0	1.8	/	-8.0
- Cc1occc1C(=O)N1CCN(Cc2ccccc2)CC1
    -4.7	13.8	14.2	0.1	-11.4	2.5	-2.5	16.7	2.2	98.5	2.2
- CC(C1CCN(Cc2cn(C)nc2-c2cccc(Cl)c2)CC1)N1CCOCC1 (stereo not given)
    0.7	-8.2	7.0	-0.9	-3.3	2.3	-1.3	2.1	1.5	91.8	-1.2
- Cc1c(Cl)cccc1NC(=O)Nc1c(C)n(C)n(-c2ccccc2)c1=O
    -10.8	12.4	13.9	1.3	-16.9	2.1	-3.4	27.6	0.2	109.7	-1.3
- COC(=O)c1ccc(NC(=O)Cn2c(-c3nonc3N)nc3ccccc32)cc1
    /	-11.8	/	0.5	0.4	3.6	/	/	1.2	98.9	-10.8
- Cc1ccc(N2C(=O)C(CN3CCCC3)C2c2ccccc2)cc1 (stereo not given)
    -0.9	-26.0	11.6	-1.6	-4.6	5.0	-2.2	0.0	1.4	99.8	-4.8
- COC(=O)Cc1cc(=O)n2[nH]c(C)cc2n1
    2.6	-11.8	3.3	-1.7	-3.2	2.0	-0.6	-6.3	0.3	100.0	-3.3
- CCOC(=O)c1nnn(-c2nc(OC)nc(N3CCCC3)n2)c1-c1ccccc1
    -1.0	-21.5	14.3	-1.9	5.5	3.9	-2.3	6.7	1.7	97.5	7.3
- CC(C)NC(=O)CCCc1c[nH]c2ccccc12
    -3.1	1.7	15.8	-0.3	-9.3	0.7	-3.2	-46.3	3.9	101.4	-4.6
- O=C(COc1ccc(Cl)cc1Cl)c1ccc[nH]1
    2.8	-1.2	-17.5	1.4	15.3	3.0	3.5	-8.2	-0.6	96.1	-3.4
- O=C(Nc1ccccn1)c1cc2ccccc2cc1O
    6.9	7.4	-42.6	4.5	10.8	/	8.0	-18.4	9.2	109.5	-1.6
- CCOC(=O)N1CCC(N2C(=O)c3ccccc3C2Nc2cc(C(=O)OC)cc(C(=O)OC)c2)CC1 (stereo not given)
    -4.5	1.8	3.7	0.8	-4.7	100.3*	-0.6	2.1	3.4	90.8	4.6
- Cc1cc2nn(-c3ccc(Cl)cc3)nc2cc1N
    5.5	-3.6	-12.9	-0.8	-13.9	1.1	2.5	-20.2	1.4	91.9	4.2
- CC(=O)Nc1ccc(C(=O)N(C)C(C(=O)Nc2ccccc2)c2ccccn2)cc1 (stereo not given)
    -3.1	14.5	16.0	-3.1	-5.6	4.0	-3.1	11.3	0.7	110.8	-2.3
- CCCCNc1ccc2c3c(cccc13)C(=O)N(CCCC)C2=O
    7.5	16.9	-17.1	/	/	0.2	3.5	-14.1	/	/	-5.0
- CN(C(=O)c1cccc(NC(=O)Cc2ccc(NC(=O)C3CCCN(C(=O)C4CCCC4)C3)cc2)c1)C1CC1 (stereo not given)
    -2.8	18.4	4.5	/	/	2.0	-0.9	9.6	/	96.8	-8.8
- Cc1cc(C(=O)NNC(=O)c2ccc(Cl)cc2)c2ccccc2n1
    -3.5	7.3	5.2	-0.5	-7.1	4.6	-1.2	8.6	0.3	111.3	-2.0
- Cc1cccc(N2C(=O)c3ccccc3C2=O)n1
    0.6	28.3	14.2	-0.9	5.1	1.5	-3.0	-2.3	-0.1	97.5	-9.5
- O=C(NC1CC1)c1cccc(NC(=O)C2CCCC2)c1
    -5.4	21.6	7.2	/	/	0.9	-1.6	18.6	/	100.9	-3.1
- Cn1c(CNC(=O)CNS(=O)(=O)c2ccc(Cl)cc2)cc(=O)n(C)c1=O
    3.5	-33.6	-9.8	0.3	1.6	2.5	1.8	-8.9	1.8	106.5	3.4
- CC(C)Cc1oc(C(=O)O)cc1CN1CCOCC1
    -1.1	-4.2	8.2	-1.9	162.0	4.2	-1.4	3.2	2.5	99.6	-2.0
- O=C(NCc1cccc(C(F)(F)F)c1)c1cccc2c1C(=O)c1ccc(N3CCC(Cc4ccccc4)CC3)cc1S2(=O)=O
    -0.5	-9.1	14.9	-0.3	-12.7	/	-2.7	-5.9	5.0	139.1	-1.5
- CCCn1c(NC(=O)C2COc3ccccc3O2)nc2ccccc21 (stereo not given)
    -0.8	14.8	-23.8	-8.0	4.8	-2.2	3.8	14.5	-2.4	108.8	4.2
- Cc1cc(NC(=O)CS(=O)(=O)c2cn(C)c3ccccc23)no1
    -2.5	-12.0	5.1	-0.6	17.8	1.8	-0.9	-0.8	0.0	105.4	11.1
- O=C(CSc1nc2scc(-c3ccco3)c2c(=O)n1-c1ccccc1)NCC1CCCO1 (stereo not given)
    -3.0	-17.7	20.7	-0.9	3.6	-1.2	-4.8	8.2	0.8	98.5	-11.9
- CC1(C)Cc2c(C#N)c(SCCC#N)nc(N3CCOCC3)c2CS1
    14.6*	67.7	0.7	-1.0	10.2	3.3	-0.1	-8.3	-1.1	/	13.5
- CN1CCN(CCCNC(=O)CCC(=O)N2CCOc3ccccc32)CC1
    9.2	18.4	0.7	-1.6	-1.7	2.1	-0.1	-28.0	0.3	101.1	-13.5
- Cc1[nH]c(-c2ccc(F)cc2)cc1C(=O)N1CCN(c2cccc(Cl)c2)CC1
    2.7	-33.9	-11.1	/	-26.9	1.6	2.5	-9.4	/	99.2	1.7
- CN(C)S(=O)(=O)c1ccc(Cl)c(C(=O)Nc2ccccc2[N+](=O)[O-])c1
    1.8	-15.2	-15.4	-3.0	11.6	4.1	3.0	-21.3	-0.4	/	4.6
- OC(CN1CCCCC1)Cn1c2ccccc2c2cc(Br)ccc21 (stereo not given)
    3.4	0.1	-19.2	-4.3	5.8	0.5	4.1	-12.2	-1.2	110.3	-4.2
- COc1ccccc1C(CNC(=O)COc1ccccc1C)N1CCCC1 (stereo not given)
    -6.4	-6.9	12.6	2.7	47.8	0.8	-2.4	17.4	3.3	101.3	-1.7
- COC(=O)c1ccc(C(=O)OC)c(NC(=S)N2CCOCC2)c1
    2.5	8.3	11.9	-2.2	-4.4	3.5	-2.3	-6.9	-1.9	103.7	-7.8
- Cc1oc(-c2ccccc2Cl)nc1CSCC(=O)NC1CC1
    -2.3	-0.3	14.3	-3.1	-15.4	2.5	-2.8	8.9	2.1	91.7	-0.5
- COC(=O)c1cccc(CSc2nc(-c3ccccc3)c(C#N)c(=O)[nH]2)c1
    2.6	16.2	14.2	-1.3	-1.9	-2.4	-3.2	-9.6	-1.9	106.4	0.9
- COc1ccc(CCN2CC(C(=O)NCCc3cn[nH]c3)CCC2=O)cc1 (stereo not given)
    -0.9	0.9	9.3	-0.2	-7.1	-1.3	-2.8	-18.2	2.5	110.7	-1.4
- CCC(O)(CC)C(=O)NN(C(=O)CCl)c1ccccc1
    -1.7	9.6	19.3	-0.8	164.2	3.1	-3.8	-0.6	2.7	90.2	-5.6
